Pf growth 48h – P. falciparum growth inhibition at 48 hours (one generation); P. falciparum luciferase growth in erythrocytes, 48 h; hit rate 5.9% among 310,000; Potency, µM (doses to about 28.7 µM), for the others: at the highest dose activity change, negative = inhibition, most hits filed as inhibitors; AID 504832
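Cell-based growth assay: transgenic P. falciparum expressing firefly luciferase, cultured in red cells within RPMI 1640 containing 0.5% w/v Albumax, 24 mM bicarbonate and gentamycin. A drop in luciferase activity indicates inhibition.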
Sm TGR inh – blocks Schistosoma mansoni thioredoxin glutathione reductase; Q962Y6; purified TGR, DTNB reduction, TNB absorbance 405 nm; Potency, µM (titrated, usually from 114 µM), for inactives: at the top dose activity change, negative = inhibition, usual class: inhibitors; hit rate 3% among 360,000; also: nearly all actives have a fitted effect of over 60% in size
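Kinetic colorimetric format: TGR-catalysed, NADPH-driven DTNB reduction monitored via TNB absorbance. Enzyme dispensed at 20 nM; compound exposure 15 min at room temperature before reaction start.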
Tb PYK inh – inhibitors of Trypanosoma brucei pyruvate kinase | TbPYK enzyme, Kinase-Glo Plus ATP luminescence, 45 min | Potency, µM (highest dose often 76.8 µM), inactives show top-dose activity, negative = inhibition, most hits filed as inhibitors | hit rate 0.12% among 410,000; also: nearly all actives have a fitted effect of over 50% in size
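Luminescent Kinase-Glo Plus end-point after 45 min room-temperature reaction of T. brucei pyruvate kinase started with 130 uM ADP (final). Buffer TEA 50 mM pH 7.2 with KCl, MgCl2, BSA, Tween-20; titration-based qHTS with fitted concentration-effect curves.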
Pf growth 96h – P. falciparum growth inhibition at 96 hours; P. falciparum luciferase reporter growth, 96 h; Potency, µM (series often up to 28.7 µM), without a hit: at the highest dose activity change, negative = inhibition, most hits filed as inhibitors; hit rate 6.9% among 320,000; AID 504834
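Cell-based qHTS: luciferase-tagged P. falciparum in erythrocytes (2% hematocrit, 0.05% parasitemia final) incubated with compounds for 96 hours, 37 C, 5% CO2; luciferase detection reagent then added and luminescence measured.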
LmPK inh – blocks Leishmania mexicana pyruvate kinase activity; Q27686; AID 1721; purified LmPK, Kinase-Glo ATP luminescence, 1 h; Potency, µM (highest dose often 57.5 µM), without a hit: top-dose activity change, negative = inhibition, actives largely listed as inhibitors; hit rate 0.37% among 290,000
Target sequence (Q27686 whole entry, looked up): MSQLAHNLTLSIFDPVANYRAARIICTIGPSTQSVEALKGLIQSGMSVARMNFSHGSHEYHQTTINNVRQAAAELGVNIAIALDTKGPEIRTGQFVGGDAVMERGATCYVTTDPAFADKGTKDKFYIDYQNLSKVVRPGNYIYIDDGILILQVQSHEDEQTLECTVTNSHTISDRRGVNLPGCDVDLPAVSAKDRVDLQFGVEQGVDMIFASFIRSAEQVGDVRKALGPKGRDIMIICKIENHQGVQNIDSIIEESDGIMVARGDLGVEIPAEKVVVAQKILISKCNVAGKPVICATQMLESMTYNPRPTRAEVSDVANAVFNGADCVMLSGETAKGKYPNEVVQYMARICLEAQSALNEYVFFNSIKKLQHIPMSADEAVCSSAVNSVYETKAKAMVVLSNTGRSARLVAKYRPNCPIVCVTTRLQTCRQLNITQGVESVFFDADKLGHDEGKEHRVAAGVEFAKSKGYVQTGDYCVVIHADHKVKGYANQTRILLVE
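Purified LmPK (0.1 nM) with 0.5 mM PEP and 0.1 mM ADP in imidazole buffer pH 7.2 with MgCl2/KCl, 1 h at room temperature. ATP formed was read by luciferase luminescence and normalized to no-enzyme and uninhibited controls.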
HCV inhibitor – HCV inhibition; Huh7.5.1 HCVcc-Cre infection, luciferase reporter, 44 h; Potency, µM (top dose mostly 41.8 µM), for inactives: at the top dose activity change, negative = inhibition, most hits filed as inhibitors; hit rate 3.4% among 340,000; AID 651820
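Cells seeded at 1,000/well and cultured 4 h, then compounds added followed by HCVcc-Cre virus (~0.5 moi). After 44 h further culture, luciferase substrate was added, plates held 15 min at room temperature, and luminescence read for 15 sec.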
The depositor's hits bear a star; ? = inconclusive; nt = no result given; & = joins results of further samples; [ ] = remark or other dose. Calls follow the shape of the dose curve; as a rule, active = well fitted curve in the direction sought with a large enough effect; inconclusive = small, poorly fitted or top-dose-only effect, or another doubt; inactive = no such curve, though single readings can be large; an effect the other way counts as inactive or inconclusive. % is scaled to controls: 0 for no effect and ±100 for the full control effect; potency is read from the fitted curve at half-maximal effect.

canonical_smiles	Pf growth 48h	Sm TGR inh	Tb PYK inh	Pf growth 96h	LmPK inh	HCV inhibitor
COc1cccc(N(CC(=O)NC2CCCC2)C(=O)CCC(=O)Nc2nccs2)c1	2%	-7%	1%	-4%	5%	8%
CCOC(=O)c1ccccc1NCN1C(=O)CSC1=O	2%	0%	13%	16%	2%	14%
Cc1occc1C(=O)Nc1sc2c(c1C(N)=O)CCCCC2	82%[activator]	?	-19%	-7%	3%	?
CCCCn1c(SCC(=O)NCC2CCCO2)nc2ccc(N3CCOCC3)cc2c1=O (stereo not given)	?	?	5%	?	3%	-15%
C=CCNC(=O)N1CCCC(N2CCN(c3ccccc3OC)CC2)C1 (stereo not given)	4%	-26%	-4%	0%	2%	-14%
COc1ccc(C2CCCN2C(=O)Nc2ccc(C)c(C)c2)cc1OC (stereo not given)	nt	3%	-1%	1%	12%	?
Cc1ccc(-c2nnc(SCC(=O)CC(=O)Nc3ccccc3)n2C)cc1	?	2%	-1%	?	1%	-4%
COC(=O)C(CC(=O)c1ccc(Br)cc1)n1ccnc1 (stereo not given)	?	0.28µM*	nt	-30%	10µM*	1.3µM*

The closing 5 records of the part above open the next one:
canonical_smiles	Pf growth 48h	Sm TGR inh	Tb PYK inh	Pf growth 96h	LmPK inh	HCV inhibitor
CCCCn1c(SCC(=O)NCC2CCCO2)nc2ccc(N3CCOCC3)cc2c1=O (stereo not given)	?	?	5%	?	3%	-15%
C=CCNC(=O)N1CCCC(N2CCN(c3ccccc3OC)CC2)C1 (stereo not given)	4%	-26%	-4%	0%	2%	-14%
COc1ccc(C2CCCN2C(=O)Nc2ccc(C)c(C)c2)cc1OC (stereo not given)	nt	3%	-1%	1%	12%	?
Cc1ccc(-c2nnc(SCC(=O)CC(=O)Nc3ccccc3)n2C)cc1	?	2%	-1%	?	1%	-4%
COC(=O)C(CC(=O)c1ccc(Br)cc1)n1ccnc1 (stereo not given)	?	0.28µM*	nt	-30%	10µM*	1.3µM*
COc1cc(OC)c(-c2nc3c[n+](CC(=O)c4ccccc4)ccc3n2C)cc1OC	1.9µM*	-8%	0%	?	-2%	17%
Cc1ccc(C)c(N(C(=O)Cn2nnc(-c3cccs3)n2)C(C(=O)NC2CC2)c2ccc(C)o2)c1 (stereo not given)	?	2%	3%	32%[activator]	4%	-1%
Cc1ccccc1/C=C/c1cc[n+](C)cc1	5.2µM*	0%	-3%	?	-1%	?
Cc1cc(C)n(CC2CC(=O)N(c3ccc(Cl)cc3)C2=O)n1 (stereo not given)	?	0%	0%	6%	1%	0%
CS(=O)(=O)c1nc(S(=O)(=O)c2ccc(Cl)cc2)c(N2CCC3(CC2)OCCO3)s1	-13%	?	2%	2.9µM*	-4%	?
CCOC(=O)C(Cc1c[nH]c2ccccc12)NC(=O)c1ccccc1Br (stereo not given)	179%[activator]	-37%	3%	56%[activator]	-4%	-8%
CC(C)(C)OC(=O)N1CCC(NC(=O)c2nc[nH]c2C(=O)N2CCN(C(=O)OC(C)(C)C)CC2)CC1	10µM*	-9%	-3%	?	nt	11%
C=C(C)C(=O)Nc1cccc(C2=NOC3(C2)C[C@@H](C(N)=O)N(C(=O)CCCCC)C3)c1 (stereo not given in full)	?	8%	-10%	39%[activator]	7%	-14%
COc1cc(NC(=O)c2ccc([N+](=O)[O-])o2)ccc1NC(=O)c1cccs1	?	-22%	-1%	39%[activator]	0%	?
COc1cc(/C=C(\C#N)C(=O)N2CCOCC2)ccc1OCc1ccccc1	-3%	3%	-3%	-15%	8%	-12%
COc1ccc(-c2nc3ccccc3o2)cc1NC(=O)CSc1ccc(Cl)cc1	5%	0%&1%	-7%&1%	?	-6%	?
O=C(Nc1nc2ccccc2[nH]1)c1cccc([N+](=O)[O-])c1	0%	0%	-2%	8%	-1%	-26%
CCN(CC)c1ccc(C(=O)NNC(=O)c2ccc3c(=O)n4c(nc3c2)CCC4)cc1	-26%	4%	0%	?	nt	0%
CC1Cc2cc(/C(O)=C3/C(=O)C(=O)N(Cc4ccncc4)C3c3ccc(N(C)C)cc3)ccc2O1 (stereo not given)	8%	-4%	12%	?	3%	1%
C/C(CC(=O)Nc1cccc(C(F)(F)F)c1)=N\NC(=O)C1CCCCC1	27%	nt	0%	9%	3%	11%
CCCOc1ccc2cc(-c3ccccn3)c(=O)oc2c1	-53%	5%	?	-34%	10µM*	-22%
CCOc1ccc(NC(C)C(=O)N/N=C/c2ccc([N+](=O)[O-])cc2)cc1 (stereo not given)	-18%	-1%	nt	188%[activator]	-6%	nt
CC(C)Cc1c2c([nH]c(=S)c1C#N)CCCC2	4%	-10%	?	?	1%	-5%
COc1ccc(N2CCN(C(=O)CCS(=O)(=O)c3ccc4c(c3)NC(=O)CO4)CC2)cc1	-2%	-29%	-17%	?	2%	0%
O=C(NNC(=O)c1cc(Cl)ccc1[N+](=O)[O-])c1csc(N2CCOCC2)n1	-17%	-8%	8%	62%[activator]	nt	6%
Cc1ccc(N2CC(C(=O)Nc3nnc(SCCC4OCCO4)s3)CC2=O)cc1C (stereo not given)	?	-6%	?	?	-2%	4%
N#C/C(=C\c1cc(Cl)ccc1O)C(=O)NC1CCCCC1	-18%	5%	5%	3%	1%	-4%
O=C(NCCN1CCOCC1)c1ccc2c(c1)N(Cc1ccc(F)cc1)C(=O)CS2	-10%	-25%	1%	-21%	4%	4%
O=C(NCc1ccccc1)C(C(=O)c1ccc(F)cc1)n1ccccc1=O (stereo not given)	5%	-2%	9%	32%[activator]	-1%	12%
Cc1c(Cl)c([N+](=O)[O-])nn1CCCC(=O)NCCc1ccccc1	41%[activator]	-7%	-2%	7.4µM*	0%	-4%
Cc1ccn(CCNC(=O)C2CCC(=O)N(Cc3ccc(Cl)cc3)C2)n1 (stereo not given)	12%	-6%	3%	82%[activator]	2%	nt
CCOCCCNS(=O)(=O)Cc1ccccc1	17%	-6%	9%	15%	-1%	23%
Cc1nn(C)c(C)c1/C=N/NC(=O)CCn1cc([N+](=O)[O-])cn1	25%	18%	3%	3%	-1%	7%
O=C1CCc2ccc(NC(=O)C3CC3)cc2N1	-11%	-1%	0%	6%	-10%	10%
CC1(C)N(O)C2CCCCC2N1O (stereo not given)	0.037µM*	-28%	-10%	?	-3%	20%
Cc1cc(C)n(C(=O)N(c2ccccc2)c2ccccc2)n1	-4%	2%	2%	4%	5%	6%
C=CCn1c(SCCN2CCCCC2)nc2c1c(=O)[nH]c(=O)n2C	nt	-3%	-10%	?	-1%	7%
Cc1c(Cc2c(Cl)cccc2Cl)c(=O)ccn1C(C)c1ccccc1 (stereo not given)	?	1%	-5%	?	0%	-8%
CCOC(=O)N1CCN(S(=O)(=O)c2ccc(C(=O)N(CCCN(C)C)c3nc4c(C)c(C)ccc4s3)cc2)CC1	?	-20%	-7%	?	nt	?
Cc1ccccc1N1CCN(C2=NC(=O)/C(=C\c3cccs3)S2)CC1	?	4%	3%	10µM*	0%	?
Cn1cnc(S(=O)(=O)N2CCN(c3cccc(C(F)(F)F)c3)CC2)c1	7%	4%	-1%	23%	-4%	13%
CCCC(=O)NNc1c2ccccc2nc2ccccc12	-26%	-4%	-7%	9.3µM*	2%	1.4µM*
Cc1ccccc1NC(=O)C1CCCN(S(=O)(=O)c2c(C)noc2C)C1 (stereo not given)	-4%	4%	5%	-18%	0%	21%
N#Cc1c(NC(=O)CSc2ccccn2)oc(-c2ccccc2)c1-c1ccccc1	?	-9%	-8%	nt	2%	-24%
Cc1ccc(Nc2c([N+](=O)[O-])ccc3nonc23)c(C)c1	2%[0.00184 µM]	0%	17%	?	-1%	19%

Complete entries, looked up by structure. Order of values: Pf growth 48h | Sm TGR inh | Tb PYK inh | Pf growth 96h | LmPK inh | HCV inhibitor
C/C(CC(=O)Nc1cccc(C(F)(F)F)c1)=N\NC(=O)C1CCCCC1 as listed: 27% | nt | 0% | 9% | 3% | 11%
COc1cc(NC(=O)c2ccc([N+](=O)[O-])o2)ccc1NC(=O)c1cccs1 as listed: ? | -22% | -1% | 39%[activator] | 0% | ?
Cc1ccn(CCNC(=O)C2CCC(=O)N(Cc3ccc(Cl)cc3)C2)n1 (stereo not given) as listed: 12% | -6% | 3% | 82%[activator] | 2% | nt

The listing continues:
canonical_smiles	Pf growth 48h	Sm TGR inh	Tb PYK inh	Pf growth 96h	LmPK inh	HCV inhibitor
O=C(Cn1c2[n+](c3ccc(C(F)(F)F)cc31)CCCCC2)c1cccc([N+](=O)[O-])c1	15µM*	-19%	-2%	13µM*	-3%	-16%
N#Cc1nc(-c2cccs2)oc1NCc1ccco1	-10%	-12%	-10%	nt	5%	-7%
CNc1oc(Cc2ccccc2)nc1S(=O)(=O)c1ccc(Cl)cc1	-8%	13µM*	-2%	?	8%	15%
CCOC(=O)Cc1csc(NC(=O)COc2ccc(N(C)S(=O)(=O)c3cccs3)cc2)n1	nt	2%[11.4 µM]	-2%	?	7%	?
O=C(O)C1C2C=CC(C2)C1C(=O)NCc1ccccc1 (stereo not given)	4%	-1%	2%	72%[activator]	nt	13%
O=S(=O)(c1ccccc1)N1CCN(Cc2cccc(Cl)c2)CC1	4%	1%	5%	-4%	-4%	0%
COC(=O)CCCC(=O)N1CCCC(C(=O)c2ccc(-c3ccccc3)cc2)C1 (stereo not given)	-18%	10%	7%	-10%	-5%	-5%
COc1ccc(OC)c(NC(=O)CC2(CC(=O)O)CCCC2)c1	10%	-4%	-15%	18%	-6%	11%

Screening results: PubChem, National Center for Advancing Translational Sciences (NCATS)
